Screening results as filed in PubChem.
HEK293 tox: cytotoxic compounds in HEK 293 cells; HEK 293 viability, ATP luminescence (CellTiter-Glo), 48-72 h; Potency, µM (top dose mostly 115 µM), inactives show top-dose activity change, negative = cytotoxicity, hits mostly inhibitors; 94,000 tested, 6.6% active; further: potency means the concentration at half of the fitted maximal effect; nearly all actives have a fitted effect of over 60% in size
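Cytotoxicity was scored by loss of ATP-coupled luminescence (CellTiter-Glo) in HEK 293 cells. Compound treatment ran 48 or 72 hr at 37 degree Celsius, 5% CO2, 95% humidity.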
GPT2 inh: blocks human glutamate pyruvate transaminase 2; Q8TD30; Recombinant GPT2, coupled pyruvate oxidase/HRP Amplex Red fluorescence; Potency, µM (doses to about 57.7 µM), for the others: at the highest dose activity change, negative = inhibition, hits mostly inhibitors; 100,000 tested, 0.25% active; AID 1671188; further: potency means the concentration at half of the fitted maximal effect; nearly all actives have a fitted effect of over 60% in size; many of its hits are not listed in these tables
Target sequence (Q8TD30 whole entry, looked up): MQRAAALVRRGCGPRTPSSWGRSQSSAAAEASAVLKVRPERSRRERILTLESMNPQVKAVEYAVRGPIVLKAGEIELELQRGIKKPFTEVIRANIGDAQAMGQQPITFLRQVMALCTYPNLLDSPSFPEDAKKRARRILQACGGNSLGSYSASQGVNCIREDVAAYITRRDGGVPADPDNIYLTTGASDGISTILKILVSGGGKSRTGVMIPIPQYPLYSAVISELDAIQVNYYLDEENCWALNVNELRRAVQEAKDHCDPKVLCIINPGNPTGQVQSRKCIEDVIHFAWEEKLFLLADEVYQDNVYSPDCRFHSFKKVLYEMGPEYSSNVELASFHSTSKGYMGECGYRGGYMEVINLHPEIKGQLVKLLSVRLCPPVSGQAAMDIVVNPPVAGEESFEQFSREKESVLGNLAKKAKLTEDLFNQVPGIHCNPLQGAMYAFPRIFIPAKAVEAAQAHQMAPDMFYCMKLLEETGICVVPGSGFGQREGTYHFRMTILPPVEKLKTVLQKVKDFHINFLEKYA
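GPT2 10ng/uL, a-KG 250uM, L-Ala 2mM, HEPES pH7.5 + 0.0001% Tween; 30 min RT. Then Amplex mix (PO/HRP/ThPP), 30 min RT dark, fluorescence. AOA 50uM used as positive control.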
3T3 cytotox: NIH 3T3 cell cytotoxicity | NIH 3T3 viability, CellTiter-Glo ATP luminescence, 48-72 h | Potency, µM (top dose mostly 96.7 µM), without a hit: top-dose activity change, negative = cytotoxicity, most hits filed as inhibitors | 94,000 tested, 4.3% active | AID 1345082; further: potency means the concentration at half of the fitted maximal effect; nearly all actives have a fitted effect of over 55% in size
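Cytotoxicity is measured as loss of cellular ATP: NIH 3T3 cells (400/well) are exposed to compound for 48 or 72 hr at 37 °C, then CellTiter-Glo luminescence is imaged after 10 min at room temperature.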
IP6K1 inhibitor: IP6K1 kinase inhibition; Q92551; IP6K1 kinase, ADP-Glo luminescence, 2 h; hits give low values; activity change, % (series mostly up to about 58 µM); 140,000 tested, 0.81% active; in the data active means activity change below about -25%
Target sequence (Q92551 whole entry, looked up): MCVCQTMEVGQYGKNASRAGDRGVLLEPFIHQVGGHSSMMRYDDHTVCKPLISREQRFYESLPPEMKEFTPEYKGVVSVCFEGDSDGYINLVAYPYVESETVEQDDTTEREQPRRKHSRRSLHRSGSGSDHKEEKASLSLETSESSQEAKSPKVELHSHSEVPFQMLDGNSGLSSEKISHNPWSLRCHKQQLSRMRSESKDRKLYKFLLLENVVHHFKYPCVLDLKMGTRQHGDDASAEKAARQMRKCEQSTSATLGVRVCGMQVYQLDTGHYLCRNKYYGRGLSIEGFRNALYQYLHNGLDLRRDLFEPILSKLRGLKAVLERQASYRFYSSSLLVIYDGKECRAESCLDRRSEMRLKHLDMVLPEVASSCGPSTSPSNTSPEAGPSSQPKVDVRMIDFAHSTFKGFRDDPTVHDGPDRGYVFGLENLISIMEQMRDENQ
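ADP-Glo luminescence measures ADP made by human IP6K1 during a 2 h RT reaction with ATP/IP6 (mix at 1.3 mM/130 uM); top library doses 57.5 and 19.1 uM final.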
Luciferase inh: inhibitors of firefly (Photinus pyralis) luciferase; P08659; purified P. pyralis luciferase, luminescence, biochemical; Potency, µM (highest dose often 115 µM), without a hit: at the highest dose activity change, negative = inhibition, hits mostly inhibitors; 76,000 tested, 2.5% active; further: potency means the concentration at half of the fitted maximal effect; nearly all actives have a fitted effect of over 65% in size
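Biochemical qHTS: compound (6-point titration) added to 10uM D-luciferin plus 10uM ATP in Tris acetate pH 7.5 buffer with Mg, Tween-20 and BSA, then purified enzyme at 10nM; light output imaged.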
HEK293 viab: reduces viability of HEK-293 SNCA reporter cells | HEK-293-SNCA-luc viability, GF-AFC fluorescence, 24 h | Potency, µM (doses to about 57.1 µM), for the others: at the highest dose activity change, negative = cytotoxicity, hits mostly cytotoxic | AID 1671193 | 150,000 tested, 0.12% active;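 further: potency means the concentration at half of the fitted maximal effect; 0% = DMSO-treated cells and -100% = medium-only wells without cells; nearly all actives have a fitted effect of over 30% in size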
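Cytotoxicity counterscreen: after 24 h compound treatment of genome-edited SNCA-luciferase HEK-293 cells, live-cell protease substrate GF-AFC read by fluorescence after 30 min; activity scaled between DMSO (0%) and medium-only (-100%), curves Hill-fitted.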
SNCA expr inhib: reduces expression of the alpha-synuclein gene; HEK-293 SNCA-luciferase knock-in, luminescence, 24 h; Potency, µM (top dose mostly 57.2 µM), without a hit: top-dose activity change, negative = inhibition, actives largely listed as inhibitors; 140,000 tested, 0.17% active; AID 1671194;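 further: potency means the concentration at half of the fitted maximal effect; plate controls were DMSO cells for no effect and cell-free wells for full effect; nearly all actives have a fitted effect of over 45% in size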
An asterisk follows results filed as active; [ ] = dose if it differs, or a comment. Unless noted, the call rests on the fitted dose curve; in most records, active means well fitted curve in the direction sought with a large enough effect; inconclusive means small, poorly fitted or top-dose-only effect, or another doubt; inactive means no such curve, though single readings can be large; an effect the other way counts as inactive or inconclusive. Unless noted, on the % scale 0 is the no-effect control and ±100 the full control effect. Only part of the results is shown; count on the stated rates, not on these rows.

Preview, 6 compounds:
For Cc1cc(C)c2nc(N3CCCC(C(=O)NCc4cccc(Br)c4)C3)sc2c1 (stereo not given) the results were IP6K1 inhibitor 27, HEK293 viab 10% and SNCA expr inhib 197%[activator].
O=C(N1CCC(c2n[nH]c(=O)n2-c2ccccc2)CC1)C1(c2ccccc2)CC1 was read as HEK293 tox 1%, GPT2 inh -2%, 3T3 cytotox -6%, IP6K1 inhibitor -10, Luciferase inh 11%, HEK293 viab 7% and SNCA expr inhib -13%.
Cc1nc(-c2ccc(F)cc2)n(CC(=O)NCc2ccc3c(c2)OCO3)c(=O)c1CCO was read as HEK293 tox -17%, GPT2 inh -6%, 3T3 cytotox inconclusive, IP6K1 inhibitor 0, Luciferase inh -5%, HEK293 viab -14% and SNCA expr inhib -27%.
`CC(C)Cn1c(=O)c(C(=O)N2CCN(C(=O)c3cccc(Cl)c3)CC2)nc2cccnc21` gave HEK293 tox -2%, GPT2 inh inactive, 3T3 cytotox -28%, IP6K1 inhibitor 1, HEK293 viab 5% and SNCA expr inhib -22%.
Screening COc1cccc(CN2CCCC(NCc3cc(C)ccc3-n3cccn3)C2)c1 (stereo not given) returned HEK293 tox inconclusive, GPT2 inh -10%, 3T3 cytotox inconclusive, IP6K1 inhibitor 0, Luciferase inh 4%, HEK293 viab -12% and SNCA expr inhib -4%.
CC(C)NC(=O)c1ccc(-c2nnc3ccc(NC(=O)C4CCC4)cn23)cc1 was read as HEK293 tox inconclusive, GPT2 inh 2%, 3T3 cytotox -13%, IP6K1 inhibitor -5, Luciferase inh -4%, HEK293 viab -7% and SNCA expr inhib 11%.

The listing (from the top)
For Cc1cc(C)c2nc(N3CCCC(C(=O)NCc4cccc(Br)c4)C3)sc2c1 (stereo not given) the results were IP6K1 inhibitor 27, HEK293 viab 10% and SNCA expr inhib 197%[activator].
O=C(N1CCC(c2n[nH]c(=O)n2-c2ccccc2)CC1)C1(c2ccccc2)CC1 was read as HEK293 tox 1%, GPT2 inh -2%, 3T3 cytotox -6%, IP6K1 inhibitor -10, Luciferase inh 11%, HEK293 viab 7% and SNCA expr inhib -13%.
Cc1nc(-c2ccc(F)cc2)n(CC(=O)NCc2ccc3c(c2)OCO3)c(=O)c1CCO was read as HEK293 tox -17%, GPT2 inh -6%, 3T3 cytotox inconclusive, IP6K1 inhibitor 0, Luciferase inh -5%, HEK293 viab -14% and SNCA expr inhib -27%.
`CC(C)Cn1c(=O)c(C(=O)N2CCN(C(=O)c3cccc(Cl)c3)CC2)nc2cccnc21` gave HEK293 tox -2%, GPT2 inh inactive, 3T3 cytotox -28%, IP6K1 inhibitor 1, HEK293 viab 5% and SNCA expr inhib -22%.
Screening COc1cccc(CN2CCCC(NCc3cc(C)ccc3-n3cccn3)C2)c1 (stereo not given) returned HEK293 tox inconclusive, GPT2 inh -10%, 3T3 cytotox inconclusive, IP6K1 inhibitor 0, Luciferase inh 4%, HEK293 viab -12% and SNCA expr inhib -4%.
CC(C)NC(=O)c1ccc(-c2nnc3ccc(NC(=O)C4CCC4)cn23)cc1 was read as HEK293 tox inconclusive, GPT2 inh 2%, 3T3 cytotox -13%, IP6K1 inhibitor -5, Luciferase inh -4%, HEK293 viab -7% and SNCA expr inhib 11%.
Screening COCCN1CCNc2nc(CNCc3cccc(Cl)c3)n(Cc3ccccc3)c2C1=O returned HEK293 tox inconclusive, GPT2 inh inactive, 3T3 cytotox -16%, IP6K1 inhibitor -4, Luciferase inh 4%, HEK293 viab -10% and SNCA expr inhib -9%.
`COc1ccc(CCN2C(=O)CN(C3CCC(C)CC3)C(=O)C2c2ccc(OC(C)C)c(OC)c2)cc1OC` (stereo not given) gave IP6K1 inhibitor 34, HEK293 viab 5% and SNCA expr inhib 14%.
CCOc1ccc(Oc2nc(NCC(C)C)nc(NC(C)(C)C)n2)nn1 was read as IP6K1 inhibitor 0, HEK293 viab -4% and SNCA expr inhib 62%[activator].
O=C1[C@@H]2CSC(c3ccc(Cl)cc3)N2C(=O)N1c1ccccc1 (stereo not given in full) was read as IP6K1 inhibitor -13, HEK293 viab 4% and SNCA expr inhib -8%.
C=CCN(Cc1ccccc1OC)C(=O)c1cnn(CCC)c1C was read as HEK293 tox inconclusive, GPT2 inh -10%, 3T3 cytotox inconclusive, IP6K1 inhibitor 5, Luciferase inh 1%, HEK293 viab -4% and SNCA expr inhib 3%.
For COC(=O)CCn1cnc2onc(-c3cc(F)cc(F)c3)c2c1=O the results were IP6K1 inhibitor 2, HEK293 viab -7% and SNCA expr inhib 24%.
For CCc1nc(C)c(C(=O)N[C@H]2[C@@H]3CCO[C@@H]3[C@@H]2C2CCCC2)o1 the results were HEK293 tox -15%, GPT2 inh 0%, 3T3 cytotox -9%, IP6K1 inhibitor 4, Luciferase inh 6%, HEK293 viab -12% and SNCA expr inhib -11%.
O=C(NCc1cccnc1)[C@@H]1C[C@@H](O)CN1C1CCN(C(=O)Cc2cccc(F)c2)CC1 was read as HEK293 tox inactive, GPT2 inh inactive, 3T3 cytotox 3%, IP6K1 inhibitor 9, Luciferase inh -9%, HEK293 viab 6% and SNCA expr inhib 19%.
Screening NC(=O)[C@H](Cc1cccs1)NC(=O)[C@@]1(O)C[C@@H](O)[C@H](O)[C@@H](NC(=O)c2ccc(F)c(Cl)c2)C1 returned HEK293 tox -20%, GPT2 inh 0%, 3T3 cytotox -19%, IP6K1 inhibitor -2, Luciferase inh -1%, HEK293 viab -1% and SNCA expr inhib 13%.
Cc1ccccc1CN1CCn2nnc(-c3nc(-c4ccsc4)no3)c2C1=O was read as HEK293 tox inconclusive, GPT2 inh inactive, 3T3 cytotox inconclusive, IP6K1 inhibitor 3, Luciferase inh -14%, HEK293 viab 1%[12.5 µM] and SNCA expr inhib 6%.
Screening Cc1cnc(-c2cccnc2)n1C1CCN(C(=O)c2ccncc2)CC1 returned HEK293 tox inactive, GPT2 inh inactive, 3T3 cytotox inactive, IP6K1 inhibitor -4, Luciferase inh -2%, HEK293 viab -4% and SNCA expr inhib 16%.
`O=C(Nc1cccnc1)N1CCOC[C@H](Oc2ccccc2)C1` gave HEK293 tox 0%[172 µM], GPT2 inh -6%[88.5 µM], 3T3 cytotox inactive, IP6K1 inhibitor 10, Luciferase inh 1%[172 µM], HEK293 viab 5%[87.6 µM] and SNCA expr inhib 0%[87.6 µM].
`COc1ccc(C2C(=O)N(C3CCCCC3)CC(=O)N2C2CCCCC2)cc1` (stereo not given) gave IP6K1 inhibitor -2, HEK293 viab 5% and SNCA expr inhib 1%.
CC(C)c1ccc(Nc2ncnc3c2nc2n3CCCC2)cc1 was read as IP6K1 inhibitor -22, HEK293 viab -9% and SNCA expr inhib 8%.
`O=C1NC(C(=O)NCC2CCCCC2)Cn2cccc21` (stereo not given) gave HEK293 tox inactive, GPT2 inh inactive, 3T3 cytotox 2%, IP6K1 inhibitor -1, Luciferase inh 9%, HEK293 viab 4% and SNCA expr inhib 15%.
`COc1ccccc1CNC(=O)c1cc2cccc3c2n1CCS3` gave IP6K1 inhibitor 10, HEK293 viab 3% and SNCA expr inhib 98%[activator].
Screening Cc1ccccc1CN1CCC2(Cc3ccccc3CNC2=O)C1 (stereo not given) returned HEK293 tox inconclusive, GPT2 inh -9%, 3T3 cytotox -12%, IP6K1 inhibitor -8, HEK293 viab -10% and SNCA expr inhib 25%.
Screening CCOc1ccc(CCNC(=O)C2CCN(C(=O)N3CC(CC)Oc4ccccc43)CC2)cc1 (stereo not given) returned IP6K1 inhibitor 28, HEK293 viab 2% and SNCA expr inhib -6%.
COc1ccccc1C(=O)NCc1nnc2cc(-c3nc(C)no3)ccn12 was read as HEK293 tox -11%, GPT2 inh -11%, 3T3 cytotox -12%, IP6K1 inhibitor 6, Luciferase inh -6%, HEK293 viab 0% and SNCA expr inhib 3%.
For C[C@@H](NC(=O)c1cccs1)c1c(-c2ccc(F)cc2)noc1C(=O)O the results were HEK293 tox inactive, GPT2 inh -14%[88.5 µM], 3T3 cytotox inconclusive, IP6K1 inhibitor -12, Luciferase inh 6%[172 µM], HEK293 viab 8%[87.6 µM] and SNCA expr inhib -2%[87.6 µM].
Screening Cc1cc(C[C@@H]2COC[C@@H]2NC(=O)c2ccc(-c3nnn(C)n3)cc2)on1 returned HEK293 tox inactive, GPT2 inh inactive, 3T3 cytotox 1%, IP6K1 inhibitor 9, Luciferase inh 1%, HEK293 viab 6% and SNCA expr inhib 5%.
For Cc1ncccc1C(=O)N1CCC(c2nn(C)c(=O)n2C2CCCC2)CC1 the results were HEK293 tox 1%, GPT2 inh 0%, 3T3 cytotox -12%, IP6K1 inhibitor -6, HEK293 viab -5% and SNCA expr inhib 11%.
`O[C@H]1CC[C@@H](Cc2cc(-c3ccc(F)cc3)on2)O[C@@H]1CNCc1cccnc1` gave HEK293 tox -13%[172 µM], GPT2 inh -2%[88.5 µM], 3T3 cytotox -6%[138 µM], IP6K1 inhibitor 0, Luciferase inh -4%[172 µM], HEK293 viab 6%[87.6 µM] and SNCA expr inhib 83%[activator][87.6 µM].
For CN1c2cccnc2CN(Cc2cccc(Cl)c2)CC[C@H]1CO the results were HEK293 tox -14%[172 µM], GPT2 inh -10%[88.5 µM], 3T3 cytotox -22%[174 µM], IP6K1 inhibitor 1, Luciferase inh -8%[172 µM], HEK293 viab 8%[87.6 µM] and SNCA expr inhib 0%[87.6 µM].
For C[C@@H]1O[C@@H](O[C@H]2[C@H](O)[C@@H](O[C@@H]3O[C@H](CO)[C@@H](O)[C@H](O[C@@H]4O[C@H](CO)[C@@H](O)[C@H](O)[C@H]4O)[C@H]3O)[C@H](O[C@H]3CC[C@@]4(C)C(=CC[C@@H]5C4CC[C@@]4(C)C5C[C@@H]5OC6(CC[C@@](C)(CO[C@@H]7O[C@H](CO)[C@@H](O)[C@H](O)[C@H]7O)O6)[C@@H](C)[C@@H]54)C3)O[C@@H]2CO)[C@H](O)[C@H](O)[C@H]1OC1OC(CO)C(O)C(O)C1O (stereo not given in full) the results were GPT2 inh 1%[11.5 µM], IP6K1 inhibitor 2 and HEK293 viab -9%[12.5 µM].
For O=C(c1ccc[nH]1)N1CCCC(n2cc(-c3nc(-c4ccccc4)no3)nn2)C1 (stereo not given) the results were HEK293 tox inconclusive, GPT2 inh inactive, 3T3 cytotox inconclusive, IP6K1 inhibitor 0, Luciferase inh inconclusive, HEK293 viab 5% and SNCA expr inhib 116%[activator].
